# Source: PubChem (National Center for Advancing Translational Sciences (NCATS))
# HepG2 viability = kills HepG2 cells in TGF-b inhibitor counter-screen; AID 588856; hit rate 0.76% among 410,000; HepG2 CAGA-GFP viability, ATP luminescence, 18 h; Potency, µM (highest dose often 46.1 µM), inactives show at the highest dose activity change, negative = cytotoxicity, hits mostly cytotoxic; further: potency means the concentration at half of the fitted maximal effect; some results filed as inactive show a strong effect at the top dose
#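 HepG2 CAGA-GFP cells (1000/well, DMEM with 1% FBS) received compound, then TGF-beta at 500 pg/mL final, and were incubated 18 hours at 37 degrees C. Viability was read by CellTiter-Glo luminescence. Media-only wells were set as complete cell-killing and DMSO as no toxicity.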
# TGFb SMAD3 inh = blocks TGF-b signaling | HepG2 CAGA-GFP TGF-b/SMAD3 reporter, GFP fluorescence, 18 h; TGF-beta stimulated, 500 pg/mL final | Potency, µM (top dose mostly 46.1 µM), without a hit: at the highest dose activity, negative = inhibition, hits mostly inhibitors | hit rate 1.2% among 410,000 | AID 588855; further: potency means the concentration at half of the fitted maximal effect; on the % scale 0 is the no-effect control and ±100 the full control effect; nearly all actives have a fitted effect of over 65% in size
#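 HEPG2 CAGA-GFP reporter cells (1000/well, DMEM with 1% FBS) received compounds, then recombinant TGF-beta at 500 pg/mL final for 18 hours at 37 degrees C. Per-cell GFP summed per well was normalised to unstimulated and stimulated DMSO controls before curve fitting.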
# Nrf2 block = Nrf2 pathway inhibition; A549 ARE-Fluc reporter, luciferase luminescence, 18-24 h; Potency, µM (series often up to 46 µM), for the others: top-dose activity change, negative = inhibition, usual class: inhibitors; hit rate 2.1% among 360,000; further: potency means the concentration at half of the fitted maximal effect; on the % scale 0 is the no-effect control and ±100 the full control effect; nearly all actives have a fitted effect of over 60% in size
#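 Quantitative HTS in A549 cells stably bearing an antioxidant response element-firefly luciferase construct. Inhibition of Nrf2-driven transcription was scored by luminescence after 18-24 h of compound exposure at 37 °C.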
# Akt phos inh = inhibitors of Akt phosphorylation | Neuro2A IGF-stimulated pAkt S473 HTRF, 20 min; stronger effect = lower value | activity change, % for hits at 50 µM | hit rate 0.32% among 360,000 | AID 651550; in the data active means activity change below about -80%; inconclusive means mostly about -51% to -80%; further: on the % scale 0 is the no-effect control and ±100 the full control effect
#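 Single-point screen (50 µM final compound) in Neuro2A cells stimulated 20 min with 6 nM IGF at 37 deg C. After lysis, Ser473-phosphorylated Akt read by HTRF (ex 330 nm, em 615/665 nm) as the 665/615 ratio.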
# Abeta yeast res = A-beta toxicity reversal in yeast | yeast expressing A-beta42, growth rescue, OD600, 48 h; response scale: 0% DMSO, 100% iron-clioquinol control | Potency, µM (highest dose often 46.1 µM), inactives show at the top dose growth rescue, hits mostly activators | AID 1347071 | hit rate 0.063% among 410,000; further: potency means the concentration at half of the fitted maximal effect; nearly all actives have a fitted effect of over 55% in size
#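 Yeast growth medium received pinned compounds, then yeast cells expressing toxic A-beta were added; plates incubated at 30 C for 48 hr. Growth read as absorbance at 600 nm, normalized to DMSO and equimolar FeCl3 plus clioquinol controls.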
# Mm-Cpn inhibitor = inhibitors of Methanococcus maripaludis chaperonin (MmCpn). Potency, µM (highest dose often 76.9 µM), for the others: at the highest dose activity, negative = inhibition, hits mostly inhibitors. AID 504842. hit rate 0.031% among 330,000. purified Mm-Cpn ATPase, ADP Transcreener TR-FRET; further: potency means the concentration at half of the fitted maximal effect; on the % scale 0 is the no-effect control and ±100 the full control effect; nearly all actives have a fitted effect of over 80% in size
#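 Inhibition of chaperonin ATP hydrolysis is measured as reduced ADP production, detected by competitive TR-FRET in which signal falls with ADP. Final enzyme 25 nM and ATP 10 uM, reacted 30 min at 37°C.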
# A549 tox = counter-screen for Nrf2 inhibitors: cytotoxicity in A549 cells; A549 ARE-Fluc cells, CellTiter-Fluor viability, 18-24 h; Potency, µM (series often up to 46 µM), without a hit: at the top dose activity change, negative = cytotoxicity, usual class: inhibitors; hit rate 0.16% among 390,000; AID 504648; further: potency means the concentration at half of the fitted maximal effect; on the % scale 0 is the no-effect control and ±100 the full control effect
#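 Cytotoxicity counterscreen: CellTiter-Fluor fluorescence was measured in A549 ARE_Fluc cells after 18-24 h of compound exposure in a concentration series. The subsequent BugLite luminescent read reports ARE-luciferase activity.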
# Nrf2 ARE act = Nrf2 pathway activation | AREc32 ARE-luciferase reporter (MCF7-derived line), luminescence, 24 h | Potency, µM (highest dose often 46.1 µM), for inactives: top-dose activation, actives largely listed as activators | hit rate 0.31% among 410,000; further: potency means the concentration at half of the fitted maximal effect; % of control where 0% means no effect; nearly all actives have a fitted effect of over 65% in size
#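 Steps: seed AREc32_Fluc cells (1000/well, 5% FBS OPTI-MEM); incubate overnight at 37 deg C; add 23 nL compound; incubate 24 hr; add Steady-Glo; hold 30 min RT; read luminescence.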
# CCT chaperon mod = changes cytosolic chaperonin activity. purified chaperonin ATPase assay, HTRF ADP detection, 30 min. activity change, % (test concentration not listed), hits read low. hit rate 0.3% among 360,000. AID 651819; in the data active means activity change below about -30%; further: on the % scale 0 is the no-effect control and ±100 the full control effect
#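 TRiC at 40 or 20 nM final (batch-dependent) in 30 mM Tris pH 7.4, 100 mM KCl, 5 mM MgCl2, 1 mM DTT, with compound at single 76 uM and 10 uM ATP, 30 min at 37 deg C. ADP detected by HTRF Transcreener, 665/615 ratio.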
# * marks the source's active call; other numbers are inactive results; i = inactive; ? = inconclusive; · = not tested or not shown; [ ] = another dose, or the depositor's remark. Unless noted, the call rests on the fitted dose curve; in most records, active means well fitted curve in the direction sought with a large enough effect; inconclusive means small, poorly fitted or top-dose-only effect, or another doubt; inactive means no such curve, though single readings can be large; an effect the other way counts as inactive or inconclusive.
# Each structure is followed by: HepG2 viability, TGFb SMAD3 inh, Nrf2 block, Akt phos inh, Abeta yeast res, Mm-Cpn inhibitor, A549 tox, Nrf2 ARE act, CCT chaperon mod
C=CCOc1ccc(C2=NOC(C(=O)Nc3ccc4c(c3)OCCO4)C2)cc1 (stereo not given)
    0%, -12%, 6%, i, 10%, 1%, 0%, -0.9%, 0.4
COc1ccc(-n2c(Cn3c(=O)sc4ccccc43)nnc2SC)cc1
    -3%, -10%, 9%, i, 15%, 1%, -6%, 0.5%, 0.8
C#CCNC(=O)C1=C[C@H](C)[C@@H](CCCO)[C@H](OCC)O1
    6%, 1%, 2%, i, 14%, ·, 0%, 0.1%, 0.8
C=CCn1c(N)cc(=O)nc1SCC(=O)Nc1ccc(C)cc1
    -41%, -2%, 5%, i, 9%, 3%, -7%, -1.1%, -1.1
CCOc1ccc(NS(=O)(=O)c2ccc3c(c2)NC(=O)CCS3)cc1
    -23%, -22%, ·, ·, -4%, ·, -9%, 3.8%, ·
S=c1[nH]nc(C2CCCCC2)n1/N=C/c1ccccn1
    -17%, -4%, 2%, i, -2%, 0%, 0%, -0.4%, -3.0
O=C(CNC(=O)c1ccccc1F)NCc1ccccn1
    5%, -5%, 1%, i, -21%, 1%, -2%, -0.7%, 0.6
CCCc1nc2c3ccccc3ccn2c1Cc1ccccc1
    -8%, ?, ·, i, 2%, ·, ·, 5.6%, -19
C=CCN1C(=O)c2ccc(C(=O)N(CC(C)C)c3c(N)n(CCCC)c(=O)[nH]c3=O)cc2C1=O
    -13%, -19%, 6%, i, -4%, 2%, -1%, 0.5%, -1.6
COc1cccc(N2CN(CCc3ccccc3)CNC2=S)c1
    6%, 1%, 9%, i, 4%, 0%, 7%, 0.2%, 0.2
CN(c1ccccc1)c1nc(-n2ccnc2)nc(-n2ccnc2)n1
    -16%, -5%, 2%, i, -44%[inhibitor], 2%, 3%, 2.3%, 0.5
CCC(C)Sc1ccc([C@H]2N[C@@](C)(C(=O)OC)[C@H]3C(=O)N(C)C(=O)[C@@H]23)cc1OC (stereo not given in full)
    -8%, 4%, 11%, i, 9%, -1%, 3%, -1.4%, 0.8
C/C(=N/NC(=O)CN(c1ccccc1)S(=O)(=O)c1ccccc1)c1ccccc1O
    5.6µM*, 7.1µM*, ?, i, -7%, 0%, -2%, -1.9%, -1.3
COc1ccc(-n2c(C)cc(/C=C3\SC(=O)NC3=O)c2C)cc1
    -50%, 0%, ?, i, -18%, -1%, -24%, 5.7%, -0.1
Cc1cc(C)c(S(=O)(=O)N2CCCCC2)cc1N(C)S(=O)(=O)c1ccc(Cl)cc1
    1%, 3%, ?, i, -10%, -1%, -4%, -1.0%, -1.9
Cc1ccc(CCNc2ncnc(Cl)c2N)cc1
    -19%, -19%, 3.7µM*, i, -41%[inhibitor], ·, ?, 2.2%, -1.2
CC(=O)/C=C1\SC(CC(=O)O)C(=O)N1c1ccccc1 (stereo not given)
    -1%, 28%, -6%, i, -6%, -10%, 1%, 0.5%, 0.6
CC(=O)C(Sc1nc(N(C)C)nc(N(C)C)n1)C(=O)Nc1ccccc1 (stereo not given)
    1%, 1%, ?, i, 12%, ?, -10%, 0.5%, 0.4
Cn1c(=O)[nH]c(=O)c2c1nc(Br)n2CC(O)c1ccccc1 (stereo not given)
    -14%, 5%, ·, i, 12%, -8%, -1%, 12%, 0.6
CC(C)C(NC(=O)c1ccc(C(C)(C)C)cc1)C(=O)NCC1(N(C)C)CCCCC1 (stereo not given)
    -4%, -9%, 5%, i, 14%, 1%, -2%, -0.1%, -1.5
COCCn1c(SCC(=O)Nc2ccc3c(c2)OCCO3)nnc1-c1ccncc1
    -4%, 2%, 8%, i, -18%, -3%, 3%, -0.9%, -2.8
COc1cc(C2C(C(=O)OC(C)C)=C(C)Nc3ncnn32)cc(OC)c1OC (stereo not given)
    -3%, 0%, 2%, i, -6%, -2%, -1%, -0.2%, 0.1
CCCC(=O)Nc1cc(S(=O)(=O)N(CC)CC)ccc1Cl
    16%, -2%, 2%, i, 22%, 1%, 7%, -0.3%, 0.7
O=C(/C=C/NNC(=O)c1ccccc1O)c1ccccc1
    -20%, -23%, 1%, i, -2%, -2%, -1%, 2.4%, -2.9
CC(C)=C1C2CCC1C(C(=O)Nc1cc(C)cc(C)c1)C2C(=O)O (stereo not given)
    -13%, -5%, -9%, i, -1%, 0%, 0%, 0.4%, 14
C=CCNC(=O)c1ccc2c(=O)n(CCCN3CCCC3=O)c(=S)[nH]c2c1
    -7%, -2%, -9%, i, 9%, 2%, -3%, 4.0%, -4.3
COC(=O)c1c(NC(=O)c2cccnc2Cl)sc(C(=O)N(C)C)c1C
    -13%, -12%, 4%, i, -15%, -1%, 0%, 4.6%, 0.2
COc1ccc(-c2nnc(SCC(=O)Nc3ccc(C(=O)O)cc3)n2-c2ccc(Cl)cc2)cc1
    -1%, 13%, -4%, i, -14%, -1%, 0%, -0.4%, 0.2
COc1ccc(C2C(C#N)=C(N)Oc3cccc(O)c32)cc1 (stereo not given)
    -12%, -13%, 3%, i, 4%, -6%, -9%, -0.2%, -0.9
Cc1ccc(NC(=S)Nc2cccc3cnccc23)cc1C
    -16%, ?, ?, i, ?, 0%, 20%, 12%, -0.5

# Nrf2 block, what is marked active above.
SMILES | Nrf2 block | Akt phos inh | Mm-Cpn inhibitor | CCT chaperon mod
Cc1ccc(CCNc2ncnc(Cl)c2N)cc1 | 3.7µM* | i | · | -1.2

# The list goes on:
# Each structure is followed by: HepG2 viability, TGFb SMAD3 inh, Nrf2 block, Akt phos inh, Abeta yeast res, Mm-Cpn inhibitor, A549 tox, Nrf2 ARE act, CCT chaperon mod
O=C(COC(=O)c1cccc(OC(F)F)c1)NCC1CCCO1 (stereo not given)
    -1%, 0%, 5%, i, 1%, -1%, 3%, 0.0%, -0.8
Cc1sc2nc(CN3CCOCC3)[nH]c(=O)c2c1-c1ccccc1
    4%, -11%, -2%, i, 8%, -1%, -3%, 0.3%, -4.7
CC(=O)N1CCC(Nc2ccc(C)cc2)CC1
    -1%, -4%, 6%, i, 0%, -1%, 1%, 0.4%, -3.9
CCc1nnc(NC(=O)c2ccc(S(=O)(=O)N3CCc4ccccc4C3)cc2)s1
    8%, 1%, ?, i, 13%, -3%, 1%, -0.1%, -3.7
COc1ccc2c(c1)CCc1c(C(=O)N3CCCCCC3)noc1-2
    0%, -1%, ?, i, -13%, -1%, -10%, 0.5%, -2.4
Cc1ccc(CNC(=O)Nc2nnc([C@@H]3C[C@H](O)[C@@H](CO)O3)s2)cc1
    1%, 2%, ·, i, -12%, ·, ·, 0.0%, -1.7
COc1ccc(NS(=O)(=O)c2ccc(OC)c(NC(=O)CNC(=O)c3ccc(OC)cc3)c2)cc1
    -13%, -22%, -1%, i, -3%, -4%, -12%, -0.4%, -0.3
COc1ccc(Cn2ccc3nc(C)c(C(=O)NCc4ccc(F)cc4)cc3c2=O)cc1
    -30%, ?, ?, ·, -8%, ·, -2%, -1.7%, ·
Cc1ccc(C(=O)N/N=C/c2ccc(N3CCOCC3)cc2)c(C)c1
    -5%, ?, ?, i, -4%, -2%, -4%, 0.7%, 0.8
COC(=O)c1ccccc1NC(=O)c1noc2c1CSc1ccccc1-2
    -13%, 0%, -20%, ·, -3%, ·, 10%, 3.7%, ·
O=C(CSc1cccc[n+]1[O-])Nc1ccc(Cl)cc1F
    18%, 20%, 4%, i, -6%, 1%, -7%, 0.3%, -0.2
O=C(Cn1cc([N+](=O)[O-])ccc1=O)N1CCc2ccccc2C1
    -7%, 0%, -3%, i, 1%, 0%, -6%, -0.5%, -2.7
Cc1cc(-c2ccco2)n(CC(=O)NCc2ccccc2)n1
    8%, 15%, -9%, i, 29%, -1%, 11%, -0.6%, -1.2
CCN(CC)C(=O)c1[nH]cnc1C(=O)N[C@@H](C)c1ccccc1
    -7%, -3%, 4%, i, -15%, 0%, 3%, 0.7%, 0.4
COc1ccc(N2CCN(C(=O)COC(=O)CCOc3ccccc3C)CC2)cc1
    14%, 10%, 5%, i, 13%, 3%, 3%, -0.2%, -2.5
CCOc1ccc(NC(=O)c2nn(C)c3c2CS(=O)(=O)c2ccccc2-3)cc1
    4%, 12%, -5%, ·, -3%, ·, -1%, -0.7%, ·
Nc1cc(=O)[nH]c(SCCOc2ccccc2)n1
    -2%, 3%, -5%, i, -11%, 1%, 1%, 3.3%, 2.2
O=C(Nc1cccc([N+](=O)[O-])c1)c1ccc2c(c1)OCCO2
    -19%, ?, -9%, i, 1%, -1%, -13%, 0.6%, -2.0
CCC1(C)Cc2c(c(=O)n(-c3ccccc3)c3ncnc(N)c23)CO1 (stereo not given)
    -18%, 0%, 9%, i, -3%, -7%, 0%, -0.2%, 0.8
CCOC(=O)c1[nH]c(C)c(C(=O)NCc2ccccc2Cl)c1C
    -3%, 25%, -8%, ·, -2%, ·, -1%, 5.2%, ·
O=C(Nc1ccccc1)Nc1ccc(O)c2ccccc12
    -88%, ?, 15%, i, 7%, ·, 5%, -4.2%, -2.4
CCOc1cccc(-c2cc(C(=O)N/N=C/c3ccc(OC)c(CN4CCOCC4)c3)c3ccccc3n2)c1
    -45%, 0%, 8%, i, -8%, -4%, -1%, 3.6%, -4.4
Cc1ccc(-n2ncc3c2CCCC3NC(=O)c2ccccc2N2CCOCC2)cc1C (stereo not given)
    15%, -25%, -14%, i, -66%[inhibitor], -3%, ?, -0.7%, -1.7
CCOc1ccc(NC(=O)c2nn(C)cc2Br)cc1
    -41%, -2%, 12%, i, -14%, 0%, -4%[1.84 µM], 3.1%, -0.9

# Hits appear at their usual frequency; overall some 4.3% were active at least once.
